Screens: PubChem BioAssay, several laboratories
PriA SSB inh – inhibitors of Klebsiella pneumoniae PriA binding to SSB C-terminal tail. AlphaScreen SSBct-PriA binding, biotinylated peptide. 430,000 tested, 0.6% active. inhibition, % at 33 µM; in the data active = inhibition mostly above about 37%, no sharp cut-off; inactive = mostly below about 20%;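 note: plate controls were negative control peptide for no effect and reference peptide for full effect; strong numbers were not always called active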
Vc quorum ag – quorum light induction in luxS cqsA deficient V. cholerae. 350,000 tested, 0.16% active. activation, % at 18.7 µM. V. cholerae BH1578 lux reporter, luminescence, 6 h; in the data active = activation mostly above about 9.7%, no sharp cut-off; note: not every result past the cut was called active; inactives centre near 0; reference of the scale not given here
MazEF act – increases E. coli MazEF RNase cleavage of RNA; FAM/BHQ RNA-DNA oligo cleavage fluorescence, 5 h; activation, % at 20 µM; 350,000 tested, 0.32% active; AID 504720; in the data active = activation above about 50%
Target sequence (P0AE70 whole entry, looked up): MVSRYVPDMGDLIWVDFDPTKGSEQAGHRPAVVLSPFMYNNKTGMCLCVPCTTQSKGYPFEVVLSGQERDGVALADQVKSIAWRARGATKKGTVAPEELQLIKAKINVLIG
CCHFV vOTU inh – blocks the CCHF virus ovarian tumor domain protease | CCHFV vOTU protease, Pep-AMC fluorescence | inhibition, % at 11.5 µM | 370,000 tested, 0.55% active | AID 651958; in the data active = inhibition above about 30%; note: 0% = vehicle wells with enzyme and 100% = no enzyme wells
TcdB inh – inhibitors of Clostridioides difficile toxin B glycohydrolase; TcdB glycohydrolase enzymatic assay, plate reader; P18177; inhibition, % at 9.99 µM; 350,000 tested, 0.24% active; in the data active = inhibition above about 10%
Rv3671c inh – inhibits the M. tuberculosis serine protease Rv3671c; P9WHR9; inhibition, % at 5.96 µM; 320,000 tested, 0.048% active; AID 2606; in the data active = inhibition above about 38%;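 note: extracellular domain of Rv3671c used as enzyme; 0% = enzyme with DMSO and 100% = no enzyme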
Target sequence (P9WHR9 whole entry, looked up, the tested form may be a part): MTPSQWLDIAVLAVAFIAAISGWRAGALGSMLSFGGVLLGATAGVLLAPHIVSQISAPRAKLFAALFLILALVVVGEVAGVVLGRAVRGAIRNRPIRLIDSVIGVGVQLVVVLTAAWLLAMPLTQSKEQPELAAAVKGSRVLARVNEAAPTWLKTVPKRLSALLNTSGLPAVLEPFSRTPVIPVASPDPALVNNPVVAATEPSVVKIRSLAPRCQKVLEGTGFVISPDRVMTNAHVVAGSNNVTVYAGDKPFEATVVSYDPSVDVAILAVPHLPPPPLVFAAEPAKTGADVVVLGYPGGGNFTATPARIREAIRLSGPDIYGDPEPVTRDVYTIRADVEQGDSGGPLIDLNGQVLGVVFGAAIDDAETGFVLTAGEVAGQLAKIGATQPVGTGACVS
3CLpro inhibitor – SARS-CoV 3CLpro protease inhibition. inhibition, % at 6 µM. recombinant SARS-CoV 3CLpro, quenched FRET peptide cleavage. P0C6X7. 290,000 tested, 0.14% active. AID 1706; in the data active = inhibition above about 12%
Yp Topo-I inh – blocks Yersinia pestis topoisomerase I activity | activity, % at 10 µM | AID 504884 | 360,000 tested, 0.064% active | Y. pestis Topo-I cleavage product accumulation, plate reader; in the data active = activity above about 50%, passing the limit was not always enough; note: inactives centre near 2
PrPC surface inh – reduces human prion protein on the cell surface | P04156 | cell surface PrPC, TR-FRET read-out | inhibition, % at 13.8 µM | 370,000 tested, 0.43% active; in the data active = inhibition above about 24%; note: 0% = median of the test wells and 100% = reference compound wells
VHR inh abs – inhibitors of human VHR1 phosphatase (DUSP3); inhibition, % at 13.3 µM; AID 1654; 290,000 tested, 0.52% active; recombinant VHR phosphatase, pNPP absorbance; in the data active = inhibition above about 50%; note: some compounds called inactive have numbers as strong as hits
Target sequence (P51452 whole entry, looked up): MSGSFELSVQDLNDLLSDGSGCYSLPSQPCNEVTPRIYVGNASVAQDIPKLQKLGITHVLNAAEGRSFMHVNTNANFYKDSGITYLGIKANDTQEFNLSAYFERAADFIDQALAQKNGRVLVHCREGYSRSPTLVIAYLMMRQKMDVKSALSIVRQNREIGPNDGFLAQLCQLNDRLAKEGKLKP
* hit, by the source's call; i = inactive; . = not tested or not shown; & = joins results of further samples. Some of the compounds tested; count on the stated rates, not on these rows.

Structure,PriA SSB inh,Vc quorum ag,MazEF act,CCHFV vOTU inh,TcdB inh,Rv3671c inh,3CLpro inhibitor,Yp Topo-I inh,PrPC surface inh,VHR inh abs
CCN1CCN(C(=O)c2nn(-c3ccc(OC)cc3)c(=O)c3c2c2ccccc2n3C)CC1,-9,i,3,-6,0.7,-1,0,-3,2,34
COc1ccc(CN2C(=O)C(CC(=O)NCc3cccs3)CC(C(=O)N(C(C)C)C(C)C)=C2C)cc1 (stereo unspecified),.,-0.4,5,21,0.5,.,.,22,-6,.
CC(C)NC(=O)C(Sc1ccccc1)c1ccccc1 (stereo unspecified),-15,i,5,-4,.,2,5,3,4,24
COCCNC(=O)CN1CCC(NC(=O)Nc2ccc(C(F)(F)F)cc2)CC1,-11,i,11,-6,.,-3,-3,-16,-2,-5
CC(=O)c1c(C)[nH]c(C(=O)OCC(=O)NCC(C)C)c1C,3,i,-2,-5,0.3,11,0,-11,-1,14
O=C(C1CCN(S(=O)(=O)c2cccnc2)CC1)N1CCN(c2ccc(Cl)cc2)CC1,-2,i,0,16,0.1,1,0,-10,11,29
CC(=O)n1cc([C@H]2C=C(C(=O)Nc3ccccc3)O[C@@H](OCCCCO)C2)c2ccccc21,6,-0.6,-11,1,0.2&1.0,-10,4,22,-7,-4
COc1ccccc1NC(=O)c1cc(OC)c(OC)cc1[N+](=O)[O-],0,-0.2,1,-2,0.8,4,2,-13,-7,7
CC(=O)C1(O)CCC2C3CCC4CC(=O)CCC4(C)C3C(=O)CC21C (stereo unspecified),-1,1.1,4,6,-0.3,.,.,1,-1,.
O=C(CN1C(=O)NC2(CCOc3ccccc32)C1=O)Nc1ccc2c(c1)OCCO2 (stereo unspecified),8,-0.3,-1,4,.,-1,1,-11,4,-11
COCCN(C)Cc1nc(C(c2ccccc2)c2ccccc2)no1,-31,7.5,4,0,-8.5,5,-2,0,2,4
Cc1nn(-c2ccccc2)c(C)c1NC(=O)c1ccc(S(=O)(=O)N2CCCC2)cc1,-1,-1.7,-3,-22,.,-10,1,1,-1,14
CCN1CCC(C(=O)NC(c2ccc(F)cc2)c2ncccc2C)CC1 (stereo unspecified),.,-0.1,.,8,1.4,.,.,1,-14,.
Cc1cc(C=C2C(=O)c3ccccc3C2=O)c(C)n1-c1ccc(C(=O)O)cc1,1,i,-12,8,27*,-13,6,9,0,17
CC(C)C(=O)N1CCCC1(C)C(=O)Nc1cccc(Oc2ccccc2)c1 (stereo unspecified),.,-4.5,.,0,-2.0,.,.,6,6,.
COc1cc(/C=N\NC(=O)Cn2nnc3ccccc32)cc(OC)c1OC,.,i,3,11,.,5,37*,4,-1,12
O=C1CC(NCc2ccccc2)C(=O)N1c1ccc(F)cc1 (stereo unspecified),-12,0.4,4,0,-1.9,.,7,8,5,17
OC1(c2ccc(F)cc2)CCN(Cc2cccnc2)CC1,2,i,-9,-1,2.5,3,-7,-5,8,11
CCN1CCN(C(=O)c2cccc(OC3CCN(S(=O)(=O)N(C)C)CC3)c2)CC1,-14,i,0,3,0.7,-1,1,-4,-5,22
Cc1ccc(N=Nc2ccc(O)c(P(=O)(c3ccccc3)c3ccccc3)c2)cc1,0,i,-28,-4,-0.7,23,0,-3,-1,5
CCOC(=O)C1=C(N)c2ccccc2CC1C(C)C (stereo unspecified),-30,0.3,-2,7,.,0,3,-3,3,16
Cc1ccc(NC(=O)COC(=O)[C@H](C)N2C(=O)C3CC=CCC3C2=O)cc1S(=O)(=O)N(C)C (stereo partly specified),2,i,7,-19,-0.2,5,4,6,5,-3
CC(CCc1ccccc1)NC(=O)c1cccc([N+](=O)[O-])c1 (stereo unspecified),7,-0.5,3,-1,.,1,-5,-3,-14,1
Cc1ccc(OCCSc2ncnc3sc(C)c(C)c23)cc1C,3,i,-9,5,.,-6,-1,0,4,17
NC(=O)c1ccccc1NC(=O)CSc1nc2c(c(=O)[nH]1)CCCC2,-6,-5.6,3,12,-0.7,6,-8,-1,4,19
COc1cc(OC)nc(C(NC(=O)C2CCN(Cc3ccc(N(C)C)cc3)CC2)c2ccc(F)cc2)n1 (stereo unspecified),.,-0.3,.,-5,0.8,.,.,-2,2,.
COc1ccc(C(=O)CSc2ccc(-c3ccc(C)cc3)nn2)cc1,2,0.4,-25,-6,.,-9,3,12,1,-13
Cn1c(=O)c2c(ncn2CCOc2ccc(F)cc2)n(C)c1=O,-6,-0.3,-21,5,1.5,-3,-2,3,-2,70
COc1ccc(NC(=O)Nc2cccc3c2O[C@H](CN(C)C(=O)Nc2ccc(OC)cc2)[C@@H](C)CN([C@H](C)CO)C3=O)cc1,0,i,5,-4,0.3&1.2,2,.,7,7,.
CCCSc1ccc([C@@H]2[C@H]3C(=O)N(C)C(=O)[C@H]3[C@]3(C(=O)OC)CCCN23)cc1OC,2,-5.4,-4,3,0.3,-1,.,9,-5,.
CNC(=O)c1nnn(Cc2ccccc2)c1NC(C)=O,4,i,-4,12,1.5,-8,-4,4,-3,-2
O=C(NCCCl)Nc1cc([N+](=O)[O-])ccc1Cl,-9,-1.0,1,0,0.1,-9,-1,1,-22,-6
O=C(O)c1ccc(-c2ccccc2)[nH]c1=O,-7&7,i,1,4,-1.0,-3,1,-3,-8,21
CCOc1ccc(NC(=S)N2CCCCCC2)cc1,-10,-0.3,7,5,1.1,1,1,-3,-3,16
CC(C)[C@@H](C(=O)NCc1ccco1)N1C(=O)N2CCc3c([nH]c4ccccc34)[C@@]2(C)C1=O,15,-0.4,-5,8,-0.1,-2,-3,10,-4,8
C/C(=N\NC(=O)c1ccccn1)c1ccc(Cl)cc1,.,i,6,-13,-5.0,-3,-2,4,-14,5
Cc1noc(C)c1S(=O)(=O)NC1CCN(Cc2ccccc2)CC1,-9,-0.6,-7,-3,0.1,6,.,5,-7,29
O=C(CSc1ncnc2ccccc12)NCCCO,-8,-0.5,5,-1,.,5,-2,-1,36*,21
Cc1ccc(-c2noc(-c3ccccc3C(=O)NCc3ccco3)n2)cc1,7,-0.5,4,-2,0.1,4,-3,4,3,0
COc1ccc(OC)c(/C=N/NC(=O)Cn2ccnc2C)c1,i,0.5,-2,-142,0.9,10,4,-6,2,9
OCCNc1nc2ccccc2nc1NCCO,4,i,8,-42,2.1,-3,-1,9,-6,16
O=C(Nc1nnc(CCN2CCCCC2)s1)c1ccccc1Cl,2,i,4,-2,0.5,-3,2,0,1,8
O=C(CN1CCN(C(c2ccccc2)c2ccccc2)CC1)N1CCOCC1,-11,i,-1,-14,1.7,-8,-3,4,-3,25
O=S(=O)(NC1=NCCCCC1)c1ccc(Cl)cc1Cl,-9,i,0,0,-0.2,-10,.,5,-6,.
C#CCN(C[C@H]1[C@H](OC(=O)NCC2CCCCC2)[C@H](OC(=O)NCC2CCCCC2)C[C@@H](C(=O)OC)[C@H]1C(=O)OC)S(=O)(=O)c1ccc(C)cc1,.,-0.4,-8,2,-0.3,.,.,8,-1,.
CN1CCN(c2nc(Nc3ccc(O)cc3)nc3ccccc23)CC1,16,-0.4,5,3,-2.1,-2,-1,-10,-2,12
O=S(=O)(NCc1ccccc1)[C@@H]1CC2C=CC1C2 (stereo partly specified),-13,i,4,-14,0.7,2,.,8,1,.
CC(C)(C)OC(=O)N[C@@H](C(=O)OC(C)(C)C)c1ccc(Br)cc1,-10,-0.4,8,1,0.2,3,.,18,-2,.
Cc1ccc(C(=O)CSc2nnc(COc3ccccc3)o2)cc1,-8,i,-6,5,-0.4,1,-2,-11,-4,16
Cc1nnc(NC(=O)C2CC(=O)N(c3ccccc3)C2)s1 (stereo unspecified),-16,i,1,-1,0.8,-5,-2,-1,-5,34
CCOC(=O)c1[nH]c2ccc(OC)cc2c1NC(=O)CN1CCSCC1,-2,7.7,-1,-23,.,6,-3,7,1,40
CC(NC(=O)c1cccc2ccccc12)c1ccc2c(c1)CCCC2 (stereo unspecified),0,-0.2,-5,-3,.,-22,4,40,1,7
O=C(NCCCN1CCCC1)c1ccc2c(c1)N(Cc1cccc(Cl)c1)C(=O)c1ccccc1S2(=O)=O,.,i,25,4,1.6,.,.,-26,-5,.
CCOC(=O)C1(CC2CCCCO2)CCN(S(=O)(=O)c2c(C)nn(C)c2C)CC1 (stereo unspecified),8,-0.9,8,17,0.0,3,3,3,3,-5
CSc1ccc(/C=C(/NC(=O)c2ccc(C)cc2)C(=O)Nc2cccc(C)c2)cc1,-3,i,0,16,4.5,1,-1,1,-1,2
COc1ccc(-n2c(=O)[nH]c3ccccc3c2=O)c(OC)c1,-4,i,-10,6,.,6,-5,-4,-3,2
CC(C)n1c2ccccc2c2nnc(SCC(=O)Nc3ccccc3C(=O)O)nc21,-7,-0.4,3,2,-0.2,2,3,8,-1,-9
CCOC(=O)C1(CC2CCCCO2)CCN(Cc2nccn2-c2cccc(C)c2)CC1 (stereo unspecified),0,-0.4,5,14,-12,-1,-3,24,9,17
O=C(c1ccc(NS(=O)(=O)c2ccc(Cl)cc2)cc1)N1CCOCC1,8,-10,9,1,-1.0,4,3,-3,6,24
O=S(=O)(NCc1ccc(Cl)cc1)c1cccc2cccnc12,-5,i,5,-1,3.3,12,0,4,-4,25

Continued.
Structure,PriA SSB inh,Vc quorum ag,MazEF act,CCHFV vOTU inh,TcdB inh,Rv3671c inh,3CLpro inhibitor,Yp Topo-I inh,PrPC surface inh,VHR inh abs
N#CC1(NC(=O)CSc2n[nH]c(-c3ccccc3)n2)CCCCC1,1,1.2,6,-2,3.0,-3,.,1,3,.
O=C(c1ccc(F)cc1)N1CCCC(C(=O)N2CCN(c3ccccc3)CC2)C1 (stereo unspecified),-15,i,-3,-15,1.1,1,-2,-4,-9,38
O=S(=O)(Nc1ccc2c3c(cccc13)CC2)c1ccc(F)cc1,-10,i,-2,11,.,-5,5,0,11,13
CCCNC(=O)C1(C)CCCN(Cc2ccc(-c3ccccc3)o2)C1 (stereo unspecified),.,i,.,-14,-0.1,.,.,38,11,.
Cc1ccc2[nH]c(=O)c(COC(=O)c3cccs3)cc2c1,-3,3.9,-3,6,.,-9,-6,-3,8,0
NC(=O)c1ccc(NC(=O)CCCNC(=O)c2ccc(Cl)cc2)cc1,4,i,3,-2,0.4,-6,-2,-1,-3,42
O=C(CSc1ccc(Cl)cc1)Nc1nnc(-c2cccc([N+](=O)[O-])c2)s1,0&0,-1.3,-4,-3,-0.1,-6,1,-7,-16,0
COc1ccccc1CNC(=O)COc1ccc(C)nc1[N+](=O)[O-],1,i,-31,-5,-1.7,-6,2,-5,-6,14
CCOc1ccccc1NC(=O)NS(=O)(=O)c1ccc(C)cc1,-17,0.3,-7,7,0.1,-7,3,2,-4,-2
CN1CC=C2C(C#N)=C(N)C(C#N)(C#N)C(Cc3ccccc3)C2C1 (stereo unspecified),7,i,-10,-17,.,6,4,-4,-28,7
Cc1ccc(CNc2nc3cc(-c4ccccc4)sc3c(=O)n2C)c(C)c1,.,-0.1,.,12,-5.4,.,.,7,1,.
